# VHR inh color – VHR1 (DUSP3) phosphatase inhibition; AID 1992; P51452; recombinant VHR phosphatase, colorimetric substrate read-out; inhibition, % at 20 µM; 0.7% of 50,000 active; in the data active means inhibition above about 60%; further: some results filed as inactive read as strong as hits
# Target sequence (P51452 whole entry, looked up): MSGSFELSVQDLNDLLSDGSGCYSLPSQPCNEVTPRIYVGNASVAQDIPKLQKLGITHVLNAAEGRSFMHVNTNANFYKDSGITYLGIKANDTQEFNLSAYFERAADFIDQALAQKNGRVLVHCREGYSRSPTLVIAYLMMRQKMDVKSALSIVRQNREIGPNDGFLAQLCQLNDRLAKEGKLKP
# An asterisk follows results filed as active. An excerpt, so the mix of outcomes need not match the whole.
SMILES,VHR inh color
O=C(O)C1C2C=CC(O2)C1C(=O)N1CCN(C(c2ccccc2)c2ccccc2)CC1 (stereo unspecified),-1
COc1cc2oc(=O)cc(C)c2cc1C=O,7
O=C(/C=C/c1cccc([N+](=O)[O-])c1)Nc1ccc(-c2nc3ccccc3s2)c(O)c1,-7
CC1CC(N(C(=O)c2cccc(Br)c2)c2ccccc2)c2ccccc2N1 (stereo unspecified),3
C=CCON/C(CCC)=C1/C(=O)CC(C)(C)CC1=NC,-4
Cc1ccccc1NC(=O)c1ccc2ccccc2n1,-7
O=C(O)COc1ccc(/C=C2\C(=O)NN(c3ccccc3)C2=O)cc1,32
C=CCOC(=O)C1=C(C)N(CC)C(=O)NC1c1cc(Br)c(O)c(OC)c1 (stereo unspecified),18
COc1ccc(-c2noc(COc3ccc(C)cc3Br)n2)cc1OC,-8
O=C(C1=C(O)C(=O)N(c2nncs2)C1c1ccccc1F)c1cccs1 (stereo unspecified),-5
Cc1ccc(-c2n[nH]c(=S)c3ccccc23)cc1C,-10
COc1ccc(Cl)cc1N(CC(=O)N1CCOCC1)S(=O)(=O)c1ccc(C)c([N+](=O)[O-])c1,-26
Cn1ccc(C(=O)N/N=C/c2cccc(OCc3ccccc3)c2)n1,-10
O=C1NC(=S)S/C1=C/c1ccc(Cl)cc1,-4
CCC1(CC)C(=O)NC(=O)N(C(=O)c2ccc(Br)cc2)C1=O,-22
Cc1ccc(/C=C/C(=O)c2c(C)cc(C)[nH]c2=O)cc1,-11
CCOC(=O)c1c(NC(=O)c2cccnc2)sc(C(=O)N(CC)CC)c1C,2
O=C(Cc1ccccc1)Nc1ccccc1NC(=O)Cc1ccccc1,7
Cc1cc(Cl)ccc1OCCCC(=O)Nc1ccc(C(N)=O)cc1,-15
CC(C)C(Nc1nc2ncn(Cc3ccccc3)c2c(=O)[nH]1)C(=O)O (stereo unspecified),-17
Cc1cc(Br)cc2c(N=Nc3cccc4cccnc34)c(O)n(C)c12,-21
COc1ccc(N(CC(=O)N/N=C/c2cc(Br)c(C)o2)S(=O)(=O)c2ccccc2[N+](=O)[O-])c(OC)c1,-9
COc1ccc(C2OCC3(COC(C)=O)C(C)C=C(C)C2C3C)cc1 (stereo unspecified),-4
Cc1onc(-c2ccccc2Cl)c1C(=O)Nc1ccc(O)c(C(=O)O)c1,-4
O=C(/C=C/c1ccccc1F)c1c(-c2ccccc2)c2cc(Cl)ccc2[nH]c1=O,11

# A run of entries of the results above:
SMILES,VHR inh color
Cc1cc(Br)cc2c(N=Nc3cccc4cccnc34)c(O)n(C)c12,-21
COc1ccc(N(CC(=O)N/N=C/c2cc(Br)c(C)o2)S(=O)(=O)c2ccccc2[N+](=O)[O-])c(OC)c1,-9
COc1ccc(C2OCC3(COC(C)=O)C(C)C=C(C)C2C3C)cc1 (stereo unspecified),-4
Cc1onc(-c2ccccc2Cl)c1C(=O)Nc1ccc(O)c(C(=O)O)c1,-4
O=C(/C=C/c1ccccc1F)c1c(-c2ccccc2)c2cc(Cl)ccc2[nH]c1=O,11

# Given tab-delimited: 2 of the compounds above
smiles	VHR inh color
C=CCOC(=O)C1=C(C)N(CC)C(=O)NC1c1cc(Br)c(O)c(OC)c1 (stereo unspecified)	18
COc1ccc(-c2noc(COc3ccc(C)cc3Br)n2)cc1OC	-8

# (more compounds)
SMILES,VHR inh color
Cc1cccc(NC(=O)C2CCCN2C(=O)OC(C)(C)C)c1 (stereo unspecified),-19
O=C(COc1ccccc1Cl)Nc1ccc2nn(-c3ccccc3)nc2c1,-3
O=S(=O)(c1ccc2c(c1)Cc1cc(S(=O)(=O)N3CCOCC3)ccc1-2)N1CCOCC1,-40
O=C(Nc1cccc(Cl)c1)Nc1nnc(Cc2ccc(Cl)cc2Cl)s1,-6
C=CCOc1ccccc1C=C1C(=O)NC(=O)NC1=O,-21
Cc1cc(C(=O)Nc2ccc(C(=O)O)cc2)c(-c2ccccc2)o1,-6
Cc1ccc(C=Nc2ccc(-c3ccc([N+](=O)[O-])cc3)cc2)s1,-5
COc1cc(/C=c2/sc3nc4ccccc4n3c2=O)ccc1OCc1nn[nH]n1,20
O=C1C2C3c4ccccc4C(c4ccccc43)C2C(=O)N1c1cc(C(F)(F)F)ccc1Cl (stereo unspecified),-23
CCN(CC)c1ccc(C(=O)Nc2cccc(F)c2)cc1,18
CCOc1cccc(C(=O)Nc2cc(-c3nc4ccccc4[nH]3)ccc2C)c1,10
Nc1ccc(S(=O)(=O)N2CCc3ccccc32)cc1,-6
Nc1ccccc1C(=O)N/N=C\c1ccc(Br)o1,-16
Cc1ccccc1N1OC2C(=O)N(c3ccc(F)cc3)C(=O)C2C1c1ccccc1 (stereo unspecified),3
O=C(Cc1ccccc1)NN=C1CCCC1,-8
O=C(N=Nc1c(O)n(CN2CCOCC2)c2ccccc12)c1ccccc1,-9
O=C(Nc1ccc2nn(-c3ccccc3)nc2c1)c1ccc(I)cc1,4
O=C(c1ccc(S(=O)(=O)N2CCOCC2)cc1)N1CCN(c2ccccc2)CC1,10
CCOC(=O)C1=C(C)OC(N)=C(C#N)C1c1c(C)c(C)cc(C)c1C (stereo unspecified),-9
O=C(c1ccc(F)cc1)N(c1ccc(Cl)cc1)C1C=CS(=O)(=O)C1 (stereo unspecified),-20
Cc1nc(Nc2nc3ccccc3o2)[nH]c(=O)c1C,-12
O=C(/C=C/c1ccccc1)N1CCN(CCN2C(=O)C3C4C=CC(C4)C3C2=O)CC1 (stereo unspecified),-6
CCN(CC)c1ccc(/C=C2/SC(NC(C)=O)=NC2=O)cc1,3
COc1cccc(OC)c1C(=O)NCc1ccc(S(N)(=O)=O)cc1,-12
CCOc1ccc2oc(C)c(C(=O)O)c2c1,-31

# Quoted from the listing.
# Cc1cc(C(=O)Nc2ccc(C(=O)O)cc2)c(-c2ccccc2)o1 in VHR inh color = -6
# CCOc1cccc(C(=O)Nc2cc(-c3nc4ccccc4[nH]3)ccc2C)c1 in VHR inh color = 10

# (further entries)
SMILES,VHR inh color
Cc1occc1C(=O)Nc1cccc(Cl)c1,15
COc1ccc(/C(C)=N/OCC(=O)N2CCN(C(c3ccccc3)c3ccccc3)CC2)cc1OC,-1
Cc1ccc(/C(O)=C/c2nc3ccccc3oc2=O)o1,-1
COc1ccc2c(c1)CC/C2=N\OC(=O)c1ccccc1OC,-8
CCOC(=O)c1[nH]c(=O)[nH]c1CSCCO,7
Cc1ccc(-n2nc3ccc(NC(=O)c4ccccc4F)cc3n2)cc1,-23
CCOc1cc(/C=C2/C(=O)NC(=O)N(C)C2=O)cc(Cl)c1O,-25
Cc1nn(-c2ccc(I)cc2)c(C)c1-c1cccc([N+](=O)[O-])c1,-1
CC(=O)c1c(NCCc2ccccc2)nc(=O)n(-c2ccccc2)c1C,-4
O=C(Nc1ccc(Cl)c(Cl)c1)C1C2CCC3C(CCC21)C3(Cl)Cl (stereo unspecified),-9
Cc1cc(=O)oc2c(I)c(OCc3ccccc3)ccc12,-6
CC(C)N(CCC#N)S(=O)(=O)c1ccc(-c2ccc([N+](=O)[O-])cc2)cc1,0
CC1CC(O)N(c2ccccc2)C(=S)N1 (stereo unspecified),-19
O=C(COc1ccc2ccccc2c1)Nc1ccc(NC(=O)c2ccco2)c(Cl)c1,-1
CC(Nc1n[nH]c(=O)[nH]c1=O)C(=O)OCc1ccccc1 (stereo unspecified),13
O=C(COc1ccc(Cl)cc1Cl)N1CCN(C(=O)COc2ccc(Cl)cc2Cl)CC1,-1
COc1cc(NC(=O)C(c2ccccc2)c2ccccc2)cc(OC)c1,-7
O=S(=O)(Cc1ccccc1)Nc1ccccn1,-5
CCC(CC)NCCc1ccc(OC)c(OC)c1,-4
O=C(O)CNC(=O)c1sc2ccccc2c1Cl,-16
COc1cc(C2Nc3cc(C)c(C)cc3NC3=C2C(=O)CC(C)(C)C3)c(OC)cc1Br (stereo unspecified),-10
COc1ccc(NC(=O)c2nn3c(c2Br)NC(c2cccs2)CC3C(F)(F)F)c(OC)c1 (stereo unspecified),-30
CC(C)OC(=O)c1c(-c2ccc(Br)cc2)csc1N,39
O=C1NC(=Nc2cccc(Cl)c2Cl)S/C1=C\c1ccc(F)cc1,-14
O=C1NC(=O)N(c2ccccc2F)C(=O)/C1=C/c1ccc(I)o1,6

# Reprinted at random: 5 compounds from above.
SMILES,VHR inh color
Cc1nn(-c2ccc(I)cc2)c(C)c1-c1cccc([N+](=O)[O-])c1,-1
Cc1occc1C(=O)Nc1cccc(Cl)c1,15
COc1ccc(NC(=O)c2nn3c(c2Br)NC(c2cccs2)CC3C(F)(F)F)c(OC)c1 (stereo unspecified),-30
CCOC(=O)c1[nH]c(=O)[nH]c1CSCCO,7
O=C(COc1ccc2ccccc2c1)Nc1ccc(NC(=O)c2ccco2)c(Cl)c1,-1

# (cont.)
SMILES,VHR inh color
COc1cc(C(=O)c2ccccc2)c(OC)cc1C(=O)NC1CC(C)(C)NC(C)(C)C1,6
O=C(CSc1nc2ccccc2[nH]1)N1CCCCC1,-1
CC(Nc1ccc(Br)cc1)C(=O)N/N=C/c1ccc(O)cc1O (stereo unspecified),18
CCN(C(=O)c1cccc(C(=O)N(CC)c2ccccc2C)c1)c1ccccc1C,-24
CCc1cc(=O)oc2cc(OCc3ccc(Cl)cc3)ccc12,2
Cc1ccccc1CNS(=O)(=O)c1ccccc1,6
O=C(CSc1nc2ccccc2s1)OCC(=O)c1ccccc1,0
COc1ccc(N2C(=O)C3ON(c4ccccc4)C(c4ccco4)C3C2=O)cc1 (stereo unspecified),-4
COc1ccc(Oc2coc3cc(OC(=O)c4ccccc4Cl)ccc3c2=O)cc1,0
C=CCNC(=O)CN(c1ccccc1)S(=O)(=O)c1ccccc1[N+](=O)[O-],-11
Cc1ccc(-n2nc3cc(C)c(NC(=O)c4ccc([N+](=O)[O-])cc4Cl)cc3n2)cc1,-9
Cc1ccc(OCC(=O)Nc2ccc3c(c2)OCCO3)c(Br)c1,-22
Cc1ccc(C(c2ccc(C)o2)c2cc(Br)cc(Br)c2O)o1,-4
C/C(=N\NC(=O)c1cccc([N+](=O)[O-])c1)c1ccccn1,-5
CCOC(=O)c1ccc(NS(=O)(=O)c2cc(-c3nnnn3CC)ccc2OC)cc1,-12
CC(C)(C)c1nnc(NC(=O)c2cccc([N+](=O)[O-])c2)s1,13
CC(=O)NC1=NN(C(C)=O)C(c2ccc(OC(C)=O)cc2)S1 (stereo unspecified),-5
N#CC(C#N)=C/C(=C/C(C#N)C#N)c1ccccc1,-2
O=c1c2ccccc2nc(-c2ccco2)n1-c1ccccn1,-9
CCOC(=O)c1cc(CC)sc1NC(=O)COc1ccc(Cl)cc1Cl,17
CC1CC(N(C(=O)c2ccco2)c2ccccc2)c2ccccc2N1C(=O)c1ccco1 (stereo unspecified),-4
COc1cc(NC(=O)S(=O)(=O)c2ccccc2)ccc1NC(=O)c1ccco1,-6
COc1ccc(O)c(-c2c(-c3ccc(C)cc3)n[nH]c2C)c1,-10
CC(=O)Nc1ccccc1/C=C/c1ccc2c(C)cc(C)c(O)c2n1,-30
COc1cc(NC(=O)c2cccs2)c(OC)cc1Br,1

# Going on with the list.
SMILES,VHR inh color
COc1ccc(C2CC(=O)C3=C(C2)Nc2ccccc2NC3c2coc3ccc(C)cc3c2=O)cc1 (stereo unspecified),-16
O=C(N=NC(=O)c1ccco1)c1ccc2c(O)n(N3C(=O)c4ccccc4C3=O)c(O)c2c1,13
O=C1C(Nc2ccccc2)=CC(c2ccc(Cl)cc2)N1c1ccccc1 (stereo unspecified),-36
COc1ccc(-c2nc(-c3cccnc3)no2)cc1,11
CC(C)OC(=O)CSC1=C(C#N)C(c2ccc(Cl)cc2Cl)CC(=O)N1 (stereo unspecified),-3
CS(=O)(=O)N(Cc1ccc(C(=O)NCc2ccc(Cl)cc2Cl)cc1)c1ccccc1,4
Cc1ccc(C(=O)Nc2cccc(C(=O)O)c2)cc1S(=O)(=O)N1CCOCC1,4
O=C(Nc1ccc(O)c(-c2nc3ccccc3o2)c1)c1ccc(-c2ccc([N+](=O)[O-])cc2)o1,19
COc1ccccc1OCCCn1ccnc1,-13
CCC(=O)N1CCN(CCN=CC2=C(O)CC(C)(C)CC2=O)CC1,-6
N#CC1=C(N)Oc2c(sc3ccccc23)C1c1cccs1 (stereo unspecified),37
COc1ccccc1Nc1nc(C)c([N+](=O)[O-])c(Nc2ccccc2)n1,-15
COc1ccc(Br)cc1C(=O)Nc1nc(C)cs1,6
Cc1ccc2[nH]c(C)c(CC(=O)N/N=C/c3ccc[nH]3)c2c1,-15
COc1ccc(C2CC(=O)C3=C(C2)Nc2ccccc2NC3c2ccc(OCc3ccccc3)c(OC)c2)cc1OC (stereo unspecified),11
O=C(Nc1ccccc1C(F)(F)F)C1COc2ccccc2O1 (stereo unspecified),45
COc1ccc2[nH]c(C)c(CCC(=O)O)c(=O)c2c1,10
Cc1ccc(C(=O)Nc2sc3c(c2C#N)CCCCC3)o1,-41
O=C1/C(=C\c2ccc(O)c(O)c2)SC(=S)N1c1cccc(C(F)(F)F)c1,18
CCOC(=O)C1=C(O)/C(=C/c2ccc(O)cc2)SC1=Nc1ccc([N+](=O)[O-])cc1,-9
COC(=O)c1c2nc3ccccc3sc-2cc(=O)c1N,40
CC(C)(C)C1CCc2c(sc3[nH]c(=S)[nH]c(=O)c23)C1 (stereo unspecified),-15
CCOc1cc(/C=C2\C(=O)NC(=O)N(c3ccc(Br)c(C)c3)C2=O)ccc1OC,-1
Cc1ccc(OCC(=O)Nc2cc(C)ccc2C)cc1,-18
COc1ccc2c(c1)nc(SCC(=O)c1ccccc1)n2C,-18

# (further entries)
SMILES,VHR inh color
Cc1ccc(-c2[nH]n3c(=O)c4c(nc3c2C)CCCC4)cc1,31
CCOc1cccc(C(=O)Nc2sc(C)cc2C(=O)OC)c1,-7
O=C1NC(=S)S/C1=C/c1cn(CCOc2ccc(Br)cc2)c2ccccc12,-1
CCN1C(=O)/C(=C2\SC(=S)N(CC3CCCO3)C2=O)c2ccccc21 (stereo unspecified),13
O=[N+]([O-])c1cccc(S(=O)(=O)NCc2cccnc2)c1,7
CCCC(=O)c1ccc(N2CCNCC2)c(F)c1,-1
C(=NN1CCN(c2ccccn2)CC1)c1cccc2ccccc12,-3
CC1CN(C(=O)C2(C)CCCCC2)c2ccccc21 (stereo unspecified),-32

# Assay outcomes from PubChem.
